From PubChem
SR-BI DiI-HDL act: SR-BI HDL lipid transfer activation; CHO ldlA[mSR-BI] cells, DiI-HDL uptake fluorescence, 3 h; 100 = double the neutral-control signal; activation, % at 12.5 µM; 320,000 tested, 0.096% active; AID 504775;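 active = mean replicate activation of at least 60% and every replicate at or above 60%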;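 also: 0% = median plate neutral-control signal and 100% = twice that signal; values of inactives mirror those of a sister screen read the other way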
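Test system: SR-BI-overexpressing, LDLR-lacking CHO cells; Also added: labelled HDL, 10 µg/mL; Measured by: bottom-read cell fluorescence after medium removal, ex 550/em 595 nm; Timing: 3 h uptake period with compound, 37 °C; Buffer or medium: F12, 0.5% BSA, 25 mM HEPES; Doses: single compound concentration, delivered by pin transfer.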
Rtt109 Vps75: blocks Candida albicans Rtt109/Vps75 acetyltransferase activity; Q5AAJ8; purified Rtt109/Vps75, ThioGlo CoA-SH fluorescence, 4 h; inhibition, % at 34.9 µM; 330,000 tested, 0.16% active; AID 540336;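 active = inhibition of at least 50% in every replicate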
CAL PDZ FP-1: CAL PDZ (human) peptide binding inhibition; AID 602252; 300,000 tested, 0.92% active; inhibition, % at 24.9 µM; purified CAL PDZ, TMR-peptide fluorescence polarization, 1 h; Q9HD26;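 active = mean inhibition of at least 30% with at least half of replicates also reaching 30%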;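 also: 0% = DMSO neutral control and 100% = excess unlabeled competitor peptide PRC23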
CAL PDZ FP-2: inhibitors of human CAL PDZ peptide binding; Q9HD26; purified CAL PDZ, TMR-peptide fluorescence polarization, 1 h; inhibition, % at 20 µM; 330,000 tested, 0.02% active; AID 504414;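 active = highest replicate inhibition of at least 40%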;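 also: plate controls were DMSO neutral control wells for no effect and unlabeled competitor peptide control wells for full effect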
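Assay system – tagged CAL PDZ protein CerCALP, purified · Timing – 1 h at RT · Compound – single point, 20 µM · Measured by – fluorescence polarization from S- and P-plane intensities, G-factor corrected · Evaluation – inhibition from polarization loss · Probe or stimulus – TMR reporter peptide T*-PRC34 · Buffer or medium – pH 7.4 phosphate-saline buffer, reducing agent, detergent, IgG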
cardiac RTF act: cardiac RTF calcium sensitization; IANBD-labeled TnC RTF fluorescence at EC20 calcium; 0% EC20 calcium, 100% full calcium; activation, % at 7.2 µM; 340,000 tested, 0.24% active; AID 493008;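 active = activation above the mean over all tested compounds plus 3 SD, cut at about 30% in these data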;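 also: rise in fluorescence read as greater calcium sensitivity of cardiac thin filaments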
DAGLB inhibitor: diacylglycerol lipase beta (human) inhibition; Q8NCG7; 340,000 tested, 0.059% active; inhibition, % at 5.17 µM; HEK293T DAGLB membrane lysate, EnzChek fluorogenic substrate; in the data active = inhibition above about 34%;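 also: 0% = enzyme with vehicle and 100% = wells lacking enzyme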
LANA DNA inh: inhibitors of KSHV LANA C-terminal domain DNA binding; MBP-C-LANA/FAM-LBS DNA binding, fluorescence polarization; inhibition, % at 9 µM; 340,000 tested, 0.078% active; AID 504423;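 active = highest replicate inhibition at or above 60% at 9 µM, even if other replicates fall short; inactive = all replicates below 60% inhibition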;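 also: 0% = neutral control wells and 100% = 4 µM acridine orange control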
Keap1-Nrf2 PPI: disrupts human Keap1 binding to Nrf2 peptide; Q14145; Keap1 Kelch-Nrf2 peptide fluorescence polarization, 1536-well; inhibition, % at 9.4 µM; 340,000 tested, 0.15% active; AID 504523; in the data active = inhibition above about 12%;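 also: human Keap1 Kelch domain with fluorescein labeled Nrf2 9mer peptide probe; 0% = neutral control wells and 100% = peptide positive control; higher means more block of Keap1 binding to Nrf2 peptide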
Target sequence (Q14145 whole entry, looked up, the tested form may be a part): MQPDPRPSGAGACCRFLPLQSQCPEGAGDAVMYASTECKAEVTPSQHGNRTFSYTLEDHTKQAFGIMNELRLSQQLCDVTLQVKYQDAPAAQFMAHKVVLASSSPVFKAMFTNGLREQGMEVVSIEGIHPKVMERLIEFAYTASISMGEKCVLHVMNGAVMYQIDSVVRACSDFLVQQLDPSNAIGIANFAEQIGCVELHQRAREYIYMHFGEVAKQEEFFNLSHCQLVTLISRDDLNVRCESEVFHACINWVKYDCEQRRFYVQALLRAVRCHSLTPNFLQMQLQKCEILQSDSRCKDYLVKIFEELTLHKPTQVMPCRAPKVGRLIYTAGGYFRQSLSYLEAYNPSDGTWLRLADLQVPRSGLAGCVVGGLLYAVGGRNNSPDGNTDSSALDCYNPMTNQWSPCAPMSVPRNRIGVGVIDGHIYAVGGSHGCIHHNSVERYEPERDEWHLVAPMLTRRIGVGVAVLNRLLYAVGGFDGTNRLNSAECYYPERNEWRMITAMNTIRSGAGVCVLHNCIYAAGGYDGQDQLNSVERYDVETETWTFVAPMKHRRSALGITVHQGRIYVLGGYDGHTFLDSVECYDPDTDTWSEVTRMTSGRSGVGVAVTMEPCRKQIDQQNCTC
RTF Ca sens inh: cardiac RTF calcium desensitization | inhibition, % at 7.15 µM | P19429+P45379 | AID 493244 | IANBD-labeled cardiac RTF, Ca2+ fluorescence | 340,000 tested, 0.12% active;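 active = inhibition above the mean inhibition of all tested compounds plus 3 SD, cut at about 17% in these data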;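 also: assay run at fixed EC70 calcium of 1.6 mM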
PKA-R2B activ: activates the human PKA-R2B holoenzyme complex | activation, % at 11.4 µM | 340,000 tested, 0.079% active | P22694+P31323 | PKA-R2B holoenzyme dissociation, Cy5-IP20 fluorescence polarization; R2B truncated from residue 108, S112A mutant; 0% DMSO only, 100% 113 µM cGMP;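 active = activation above a cutoff set at the mean over all compounds plus 3 SD, cut at about 18% in these data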;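 also: higher means more holoenzyme dissociation and a rise in polarization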
Target sequence (P31323 whole entry, looked up, other chains not shown, the tested form may be a part): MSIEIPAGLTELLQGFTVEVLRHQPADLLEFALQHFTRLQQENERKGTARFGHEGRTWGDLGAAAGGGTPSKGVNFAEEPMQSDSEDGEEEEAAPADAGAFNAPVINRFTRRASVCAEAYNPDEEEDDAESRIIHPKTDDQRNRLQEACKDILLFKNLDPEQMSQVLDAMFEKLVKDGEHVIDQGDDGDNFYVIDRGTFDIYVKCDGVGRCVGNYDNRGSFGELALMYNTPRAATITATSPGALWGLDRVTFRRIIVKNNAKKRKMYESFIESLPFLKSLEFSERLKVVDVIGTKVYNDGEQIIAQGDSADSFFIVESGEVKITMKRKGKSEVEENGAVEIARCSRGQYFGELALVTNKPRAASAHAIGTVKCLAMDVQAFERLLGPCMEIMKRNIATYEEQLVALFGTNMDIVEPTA
Numbers without * were called inactive; nt = no result given.

Compound	SR-BI DiI-HDL act	Rtt109 Vps75	CAL PDZ FP-1	CAL PDZ FP-2	cardiac RTF act	DAGLB inhibitor	LANA DNA inh	Keap1-Nrf2 PPI	RTF Ca sens inh	PKA-R2B activ
CCOC(=O)C(NC(=O)c1ccccc1Cl)(Nc1ccc(C(F)(F)F)cc1)C(F)(F)F (centres undefined)	nt	0	-2	-0.7	-5	-2	-0.3	-1	-8	2
Cc1cccc(-c2nnc(SCC(=O)Nc3ncccn3)n2C)c1	4	2	-7	-0.7	1	2	0.8	-6	1	-7
O=c1c2ccccc2ncn1Cc1ccc(Cl)c(Cl)c1	9	2	-5	0.4	3	-4	1.2	-2	-2	10
CCC(=O)N1CC(C)C(=O)Nc2ccccc21 (centres undefined)	9	6	-2	0.0	4	0	-0.2	-3	-4	-3
COc1cc(CNCCCN2CCOCC2)cc(Br)c1OCc1ccc(Cl)cc1	-8	21	-5	-4.9	2	-2	-0.1	0	5	-2
CCOC(=O)N1CCC2(CC1)C(C(=O)C13CC4CC(CC(C4)C1)C3)C2(C#N)C#N (centres undefined)	8	3	5	-0.6	2	-4	0.4	-2	-8	-4
CC1CC(C)CN(S(=O)(=O)c2ccc(NN)nc2)C1 (centres undefined)	4	-1	-7	-0.1	-2	0	1.6	-5	-8	-3
Cc1cc(C)cc(N2C(=O)C3CCCN3C2=S)c1 (centres undefined)	13	6	-6	-0.5	6	-1	-0.4	1	-8	4
C=CCNc1nc(-c2cccs2)c(CC(=O)O)s1	10	6	-3	0.2	-5	-1	0.7	3	1	-7
O=C1CCCC2=C1C(c1ccc(O)c(O)c1)Nc1ccc3ccccc3c12 (centres undefined)	2	4	0	1.3	1	4	1.0	0	2	-11
O=C(NNC(=O)c1cc2ccccc2oc1=O)c1ccccc1[N+](=O)[O-]	9	9	-3	-0.9	2	0	0.2	0	-2	5
CCOC(=O)c1sc(NC(=O)C2CC2)nc1C	-5	-14	nt	-2.6	4	-4	1.0	-4	-1	0
CCOCCCNC(=O)CN1C(=O)c2ccccc2Sc2ncccc21	9	-5	-4	-0.7	-3	0	0.7	-7	-12	-6
COc1ccc(C(NC(=O)N2CC(C)OC(C)C2)C(Cl)(Cl)Cl)cc1F (centres undefined)	23	-18	-1	-0.1	1	4	2.9	1	15	3
COc1cc2c(cc1OC)CN(C(=O)COc1ccc(C#N)cc1)CC2	2	19	-3	-1.1	2	2	-2.0	-2	-5	2
CCS(=O)(=O)N1CCC(C(=O)NCc2ccc3c(c2)OCO3)CC1	-45	-5	-3	-2.9	-4	5	-2.8	-1	8	2
O=c1cc(-c2ccncc2)oc2ccccc12	24	-7	nt	-0.9	-3	-2	-0.8	-3	2	3
CN(CCNC(=O)C1CCN(S(=O)(=O)c2cnc[nH]2)CC1)Cc1ccccc1	28	-3	0	-0.5	-5	2	0.4	0	-1	-6
Cc1ccccc1NS(=O)(=O)c1cccc2nsnc12	-3	-6	1	-0.1	-1	2	1.8	3	-7	-5
C/C=C/c1ccc(OCCCCOc2c(OC)cccc2OC)c(OC)c1	-38	-5	-3	-0.9	-8	-13	-1.7	-5	1	-17
CC(Sc1ccccc1)C(=O)NCC1COc2ccccc2O1 (centres undefined)	4	-1	-1	-2.3	-10	0	0.5	1	-4	6
N#Cc1cc2cc3c(cc2nc1SCC(=O)N1CCOCC1)OCCO3	nt	0	-3	-2.2	-5	-3	-0.2	3	-5	-14
COc1cccc(-n2c(Cc3cc(=O)[nH]c(=O)[nH]3)nnc2SCC(=O)Nc2ccccc2)c1	16	-8	2	-0.1	-2	1	3.8	-1	2	-3
Cc1ccc(NC(=O)CN(C)C(=O)Cn2c(=O)oc3ccccc32)cc1	-7	0	-6	-0.6	-2	-4	0.6	-2	-2	1
COc1cc(OC)cc(C(=O)NC(C)c2ccc(Br)cc2)c1 (centres undefined)	-2	2	-2	-2.0	0	-3	-0.8	-1	1	2
CCOC(=O)N1CCN(C(=O)c2ccc(CS(=O)Cc3ccccc3Cl)o2)CC1 (centres undefined)	-16	6	nt	-0.3	-1	-4	-1.7	0	-6	-2
O=C(CCN1C(=O)c2ccccc2C1=O)N1CCN(Cc2ccccc2)CC1	18	nt	0	-0.9	1	1	0.1	0	3	-6
O=C(/C=C/c1ccco1)NC(=S)Nc1cccc(-c2nc3ccccc3s2)c1	-67	0	2	nt	-4	4	2.2	0	-2	3
COc1ccc(CN2C(=O)c3cccnc3C2=O)cc1S(=O)(=O)N1CCCC(C)C1 (centres undefined)	43	-5	0	-1.7	-9	0	-0.6	-4	2	-1
Cc1cc(C)c(-c2csc(NC(=O)C3=NN(c4ccccc4)C(=O)CC3)n2)c(C)c1	-7	0	1	-2.4	2	0	0.5	2	-5	0
Cc1cc(NC(=S)N(Cc2cccc(Br)c2)CC2CCC(C(=O)O)CC2)ccc1Cl (centres undefined)	6	43	-4	-1.4	4	3	-2.2	0	4	-3
CC(C)(C)c1ccc(C2/C(=C(\O)c3ccc4c(c3)OCCO4)C(=O)C(=O)N2CCCN2CCOCC2)cc1 (centres undefined)	nt	0	-4	-2.6	3	4	-0.7	-4	-6	2
CCOC(=O)C1CC2=C(CCCC2=O)N(Cc2ccccc2)C1=O (centres undefined)	13	-10	-6	-1.3	-4	1	-0.4	-2	-7	2
COc1cc2ccccc2cc1C(=O)OCC(=O)N(CC(C)C)c1c(N)n(Cc2ccccc2)c(=O)[nH]c1=O	-80	10	2	-0.1	-4	6	-9.2	-3	3	8
CCOC(=O)CN(C(=O)CNC(=O)c1ccco1)C(C(=O)NC1CCCCC1)c1cccc(OC)c1 (centres undefined)	-13	11	nt	-0.1	4	-1	1.4	-7	-3	-1
CC(=O)Nc1ccc(N2C(=O)c3ccc(C(=O)Nc4nnc(SCc5ccc(F)cc5)s4)cc3C2=O)cc1	11	-1	-10	-3.9	3	0	-0.3	-5	-3	5
CSc1nnc(NC(=O)c2nc(S(=O)(=O)Cc3ccc(C)cc3)ncc2Cl)s1	-3	4	-5	-1.0	-1	7	-0.7	-5	-2	-2
CCC(Oc1ccccc1OC)C(=O)Nc1ccc2c(c1)n(C)c(=O)n2C (centres undefined)	-19	-2	-5	0.7	0	0	1.2	-1	6	-11
C[C@@H]1C(c2ccc(F)cc2)=NN(c2ccccc2)[C@H]1C(=O)N1CCOC1=O	-26	-7	-1	-1.2	-1	3	1.4	8	-2	1
Cc1ccc(NC(=O)N/C=C/c2ccc(Cl)cc2)cc1	-7	-3	-2	-0.1	4	-4	-2.2	0	-3	-9
CCn1cc(CN2CCC(n3nccc3NC(=O)c3cccc(F)c3)CC2)c(C)n1	-8	5	0	-1.2	-7	0	0.4	-2	-8	-2
COc1c(C)cc(Br)cc1C(=O)Nc1ccc(C)cc1[N+](=O)[O-]	-25	1	6	-0.1	3	-1	-0.7	-7	-2	-5
CCOC(=O)C1CCN(C(=O)c2ccccc2NS(=O)(=O)c2cc(C)ccc2C)CC1	11	5	-7	0.6	9	-1	0.3	-7	-13	5
COc1ccc(CN2C(=O)c3cccnc3C2=O)cc1S(=O)(=O)NC1CCCCC1	20	-9	-4	-2.5	2	-3	-0.5	-1	-1	2
CNC(=O)COC(=O)CCC(=O)c1ccc(Cl)cc1	9	1	-5	6.6	3	0	-0.2	-3	-4	4
Cc1ccc(Cn2nnc3c(=O)[nH]c(C4CCCN(S(=O)(=O)c5ccccc5)C4)nc32)cc1 (centres undefined)	27	8	0	-0.6	-2	3	-1.0	0	-5	6
Cc1ccc(N(Cc2ccccc2)C(=O)c2cccc(S(=O)(=O)N3CCOCC3)c2)cc1	-2	11	-5	-2.3	8	-7	0.2	-4	-5	-8
Cc1oc(-c2ccccc2Cl)nc1CSc1nc2c(c(=O)[nH]1)CCC2	19	-11	-3	-0.5	19	0	1.2	-8	-10	1
CCN1C(=O)CSc2ccc(C(=O)NCCCN3CCOCC3)cc21	18	1	2	0.5	3	1	1.5	1	-2	6
N#CCCN(C(=O)c1ccc2c(=O)n3c(nc2c1)CCCCC3)c1ccccc1	7	-3	-1	0.0	2	5	-1.0	3	-14	-1
Cc1cccc(NC(=S)N2CCN(Cc3ccccc3)CC2)c1C	-10	3	0	-2.3	3	-4	-0.6	4	3	-5
CCCCN(CC)CCNC(=O)CCC(=O)Nc1ccc2nc(N3CCN(C)CC3)cc(C)c2c1	5	0	-3	1.6	-1	0	-6.7	-2	6	-4
COCCCNC(=O)c1ccc(CSCc2ccc(C)cc2)o1	1	4	nt	-1.2	0	-2	-0.9	-2	-4	1
CC(C)OP(=O)(OC(C)C)C(O)c1ccc2c(c1)OCO2 (centres undefined)	21	-1	-4	-0.6	-5	-2	0.0	0	-2	-9
O=C1N(c2ccc(Cl)cc2)C(c2ccc(Cl)cc2)N2CCCN12 (centres undefined)	14	1	0	-2.7	0	-1	-0.1	-1	-8	-9
CCc1ccc(NC(=O)CSc2nc3ccccc3c(=O)n2CCCN2CCC(C)CC2)cc1	15	21	5	-2.0	0	-1	-5.5	-1	-1	-10
OCC1(CCc2ccccc2)CCN(Cc2c(F)ccc(F)c2F)CC1	18	nt	-2	-2.0	0	-2	-0.8	0	-43	6
CC(OC(=O)/C=C/c1ccccc1)C(=O)N1CCc2ccccc21 (centres undefined)	22	34	-3	-1.5	-3	-3	-0.1	2	-6	-15
Cc1ccc(C(=O)Nc2ccc(C(=O)O)cc2NC(=O)c2ccc(C)cc2)cc1	-7	-9	-3	-4.5	-2	4	2.8	-1	-7	-4
O=C(NCCCN1CCCC1=O)c1ccc2c(c1)NC(=O)C(N1CCOCC1)S2 (centres undefined)	8	-4	-17	-1.0	2	3	0.5	1	4	3
CC1SC(c2ccc(F)cc2)NC1=O (centres undefined)	20	nt	-2	-1.6	1	-1	-0.9	-10	6	-4
Cc1cc(CNC(=O)CC2C(=O)NCCN2Cc2ccccc2C(F)(F)F)nn1C (centres undefined)	nt	16	1	-1.4	-1	-1	-0.7	-4	-7	1
